V1R ag counter = activates human V1a receptor in oxytocin agonist counter-screen; P37288; CHO-V1R cells, Fluo-8 calcium fluorescence, agonist mode; 0% DMSO, 100% 3 nM vasopressin; activation, % at 3 µM; actives 0.25% (n = 320,000); AID 2797;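 active means activation above the mean activation of all tested compounds plus 3 SD, per screening run, cut at about 20% in these data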;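 further: signal is peak over basal fluorescence ratio across a 100 second FLIPR read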
Target sequence (P37288 whole entry, looked up): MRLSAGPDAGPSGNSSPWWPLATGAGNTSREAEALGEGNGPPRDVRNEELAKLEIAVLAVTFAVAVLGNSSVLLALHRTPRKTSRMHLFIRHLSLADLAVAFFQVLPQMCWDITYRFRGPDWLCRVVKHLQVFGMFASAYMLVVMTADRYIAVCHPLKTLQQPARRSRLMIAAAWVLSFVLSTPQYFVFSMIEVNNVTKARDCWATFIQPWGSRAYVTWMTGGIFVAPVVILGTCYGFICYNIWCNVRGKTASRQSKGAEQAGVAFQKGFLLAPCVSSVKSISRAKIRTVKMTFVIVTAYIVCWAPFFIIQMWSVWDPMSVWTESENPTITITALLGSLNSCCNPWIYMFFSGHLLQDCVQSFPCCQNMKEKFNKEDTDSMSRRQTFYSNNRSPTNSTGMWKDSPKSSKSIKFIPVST
CHO-K1 Ca antag = M1 antagonist counterscreen hit in parental CHO-K1 cells. ATP-induced calcium, Fluo-8 fluorescence. inhibition, % at 3 µM. actives 0.6% (n = 360,000). AID 602250;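 active means inhibition above a per-plate cutoff, the plate's mean sample inhibition plus 3 SD, cut at about 24% in these data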;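 further: 0% = DMSO plus EC80 ATP and 100% = DMSO alone without ATP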
TAAR1 antagonist = human TAAR1 antagonism. CHO RD-HGA16 TAAR1, Fluo-8 calcium fluorescence, antagonist. Q96RJ0. actives 1.5% (n = 360,000). inhibition, % at 3 µM;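 active means inhibition above a per-plate cutoff, the mean inhibition of test compounds on that plate plus 3 SD, cut at about 49% in these data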;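 further: 0% = DMSO plus EC80 beta-PEA response and 100% = DMSO alone without agonist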
Target sequence (Q96RJ0 whole entry, looked up): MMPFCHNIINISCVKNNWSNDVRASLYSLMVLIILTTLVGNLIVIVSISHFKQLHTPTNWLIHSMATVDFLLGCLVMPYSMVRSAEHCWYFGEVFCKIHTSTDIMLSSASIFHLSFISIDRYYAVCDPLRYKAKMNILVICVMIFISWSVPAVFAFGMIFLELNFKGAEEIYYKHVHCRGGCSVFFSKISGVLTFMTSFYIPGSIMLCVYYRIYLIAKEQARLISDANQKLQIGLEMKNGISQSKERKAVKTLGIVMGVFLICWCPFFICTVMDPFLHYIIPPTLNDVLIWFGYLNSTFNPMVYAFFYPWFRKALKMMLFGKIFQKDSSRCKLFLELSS
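Material: RD-HGA16 CHO cells with stable hTAAR1 and Gα16; Dosing: single nominal final test compound concentration of 3 µM; Schedule: seeding 17-24 h prior, 75-min 37 °C, 30-min RT dye loading; Detection: kinetic Fluo-8 calcium fluorescence measurement; Measure: % inhibition from peak post-agonist over basal fluorescence ratio; Benchmarks: vehicle and agonist controls.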
M1 ag parental = M1 agonist counterscreen hit in parental CHO-K1 cells; activation, % at 3 µM; Fluo-8 calcium fluorescence; scaled to maximal ATP response, vehicle zero; actives 0.48% (n = 360,000); AID 602248; in the data active means activation above about 15%;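 further: untransfected CHO-K1 host cells lacking M1 receptor as counterscreen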
CHO parental Ca = signal in parental CHO cells, OX1R antagonist counter-screen. actives 0.63% (n = 330,000). AID 463079. inhibition, % at 5.6 µM. parental CHO-K1, ATP-induced calcium, Fluo-8 fluorescence;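 active means inhibition above that plate's mean sample inhibition plus 3 SD, cut at about 26% in these data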;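 further: 0% = ATP-challenged DMSO wells and 100% = DMSO wells without ATP; some compounds past the cut are filed as inactive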
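Test system: untransfected parental CHO cell line; also added: ATP stimulus; dosing: 5.6 µM, single dose; signal: calcium-sensitive Fluo-8 fluorescence; measure: percent inhibition of ATP-evoked calcium rise, normalized to controls; benchmarks: low control ATP plus DMSO, high control DMSO only; replication: one well per compound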
OXTR potentiate = potentiates the human oxytocin receptor response. activation, % at 3 µM. actives 0.061% (n = 320,000). CHO-OTR cells, Fluo-8 calcium fluorescence, potentiator mode; 0% = oxytocin EC15, 100% = EC100. AID 2445;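 active means activation above that plate's cutoff, the mean activation of tested compounds plus 3 SD, cut at about 6.6% in these data, passing the limit was not always enough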;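 further: 100% uses oxytocin at 75 nM as the full agonist control; some results filed as inactive read as strong as hits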
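System: human OTR in CHO cells / Also added: sub-maximal oxytocin, roughly EC15 / Control set: EC15 oxytocin low, 75 nM oxytocin high / Schedule: 6 min compound pre-incubation at room temperature, 100 s kinetic read / Compound: single-point 3.0 µM / Replication: singlicate / Technique: Fluo-8 calcium dye fluorescence / Read-out basis: % activation of max/min ratio relative to oxytocin controls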
OXTR agonist = agonists of human oxytocin receptor; actives 0.32% (n = 320,000); AID 2435; activation, % at 3 µM; CHO-OTR cells, Fluo-8 calcium fluorescence; normalized: DMSO 0%, oxytocin 100%;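 active means activation above the mean of all tested compounds plus 3 SD, cutoff set per screening run, cut at about 20% in these data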;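 further: peak over basal fluorescence ratio from a 100 s FLIPR kinetic read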
M1 PAM parental = counter-screen for M1 PAMs: effect in parental CHO-K1 cells. AID 602247. ATP EC20, Fluo-8 calcium fluorescence; 0% at ATP EC20, 100% at ATP max. actives 0.02% (n = 360,000). activation, % at 3 µM;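 active means activation above the run cutoff, the mean activation of all test compounds plus 3 SD, cut at about 40% in these data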;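 further: peak over basal fluorescence ratio in a 140 s read after ATP addition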
GPR7 antagonist = antagonists of human GPR7 (neuropeptides B/W receptor 1) | P48145 | GPR7-expressing cells, fluorescence antagonist assay | inhibition, % at 4.4 µM | actives 1.1% (n = 290,000) | AID 1861; in the data active means inhibition above about 16%, passing the limit was not always enough;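 further: cells stimulated with the agonist NPW; 0% = agonist with vehicle and 100% = vehicle without agonist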
Target sequence (P48145 whole entry, looked up): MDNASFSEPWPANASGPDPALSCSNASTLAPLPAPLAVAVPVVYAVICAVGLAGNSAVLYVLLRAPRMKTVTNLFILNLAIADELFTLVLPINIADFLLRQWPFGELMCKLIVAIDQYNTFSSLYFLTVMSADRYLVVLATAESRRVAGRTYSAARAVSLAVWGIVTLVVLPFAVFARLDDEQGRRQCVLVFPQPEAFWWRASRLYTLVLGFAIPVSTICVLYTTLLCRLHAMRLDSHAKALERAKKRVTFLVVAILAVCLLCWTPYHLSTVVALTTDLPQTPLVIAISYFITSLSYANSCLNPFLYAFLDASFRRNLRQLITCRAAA
Numbers without * were called inactive; · = no result given.

SMILES	V1R ag counter	CHO-K1 Ca antag	TAAR1 antagonist	M1 ag parental	CHO parental Ca	OXTR potentiate	OXTR agonist	M1 PAM parental	GPR7 antagonist
Cc1cc(C)n(-c2cc(Oc3ccccc3)ncn2)n1	-0.7	-1	-9	0.2	-1	-2	-2.6	8	-9
COC(=O)C1=CN(C2CC2)C=C(C(=O)OC)C1c1ccc(C(=O)OC)cc1	-1.4	4	-4	0.2	-6	-1	0.5	4	-2
CC(C)(C)S(=O)(=O)c1cnc2c(-c3ccsc3)cnn2c1N	0.7	-10	0	0.4	3	-29	-0.6	12	-10
CC1(C)Cc2cccc(OCC(=O)OCC(=O)Nc3ccc(S(N)(=O)=O)cc3)c2O1	·	-17	-12	2.0	·	·	·	5	·
CCOC(=O)C1=CN(C)CCC1=O	·	-20	-16	0.7	·	·	·	22	·
Cc1c(C(=O)Nc2nccs2)oc2c(Cl)cccc12	-1.0	0	-3	0.1	-16	2	-2.4	3	·
COc1ccc2[nH]c(=O)c(CN(CC3CCCO3)C(=S)Nc3cccc(C)c3)cc2c1 (stereo unspecified)	-0.8	-17	14	0.5	-15	-3	-0.7	9	-12
CCc1sc(C(=O)Nc2ccc(OC)c(S(=O)(=O)N3CCOCC3)c2)cc1C	1.1	-21	21	3.8	-7	-4	1.2	12	·
CCOC(=S)SCC(=O)Nc1nc(-c2ccc(Br)cc2)cs1	0.0	-5	-1	2.0	-7	-6	-1.4	11	13
O=C(CCNS(=O)(=O)c1ccc(Br)s1)Nc1ccc(Cl)cc1	2.0	-6	22	4.9	-6	-5	0.9	3	32*
CC(C)(C)NC(=O)C(c1cccs1)N(Cc1ccc(F)cc1)C(=O)c1csnn1 (stereo unspecified)	11	-3	-3	0.2	-28	-7	-2.0	3	4
Cc1ccc(C)c(N2CCN(C(=O)c3ccc(Cl)c(NC4=NC5CS(=O)(=O)CC5S4)c3)CC2)c1 (stereo unspecified)	1.3	0	1	0.7	-16	-3	0.5	17	8
COC(=O)c1c(NC(=O)CCl)sc(C(=O)N2CCOCC2)c1C	0.4	0	-17	0.5	-11	1	0.7	-26	-10
COc1ccc(/C=N/NC(=O)c2cc(OC)c(OC)c(OC)c2)cc1CN1CCc2cc(OC)c(OC)cc2C1C (stereo unspecified)	-0.7	-2	0	-0.8	-10	-9	-0.9	-3	-1
CSC(=NNC(=O)c1ccc(O)cc1)SC	1.1	-3	1	0.3	3	-8	1.4	9	1
CN1CCN(CCC(=O)N/N=C/c2cc3c(cc2[N+](=O)[O-])OCO3)CC1	-0.1	8	-34	0.0	-9	0	0.9	-15	-3
CC(C)CC(C)N1CCC(n2nccc2NC(=O)CCc2ccccc2)CC1 (stereo unspecified)	0.7	-13	-13	0.0	-18	1	0.0	-4	13
Cc1onc(-c2ccccc2)c1C(=O)Nc1nnc(CC(C)C)s1	4.0	-15	4	1.4	-12	4	-1.9	21	-4
CC12CC3(C)CC(C)(C1)CC(C(=O)NCc1ccccn1)(C2)C3	-0.6	-9	6	0.1	-13	-3	-1.7	2	-15
COc1ccc(NC(=O)[C@@H]2[C@@H]3C(=O)N(C4CCCCC4)C(=O)[C@@H]3C3c4ccccc4C=CN32)cc1 (stereo partly specified)	-1.8	6	-9	-0.2	-19	-16	-1.4	10	-2
CC(=O)NC1(C)CCC2CC1C(C)=NC2(C)C (stereo unspecified)	·	3	-2	0.2	·	·	·	6	·
O=C(O)CCn1cnc2ccccc2c1=O	0.0	-5	3	-0.1	-5	-6	1.0	9	-1
CC1=NN(c2ccccc2)C(=O)/C1=C\N(O)c1ccccc1	1.5	-4	-12	0.5	8	-1	-0.5	6	-9
CCOc1ccc2nc(COC(=O)c3cccs3)c(C(=O)c3ccccc3)[n+]([O-])c2c1	-0.1	3	-11	-0.3	-12	-5	-1.1	-10	-6
CCOc1ccc(C(=O)Nc2ccc(CN3CCOCC3)cc2)cc1Br	·	-6	-9	1.5	·	·	·	9	-12
CCN1CCN(CCCNC(=O)c2cc3sccc3n2CC)CC1	0.4	-2	-4	-0.5	-13	1	0.3	3	-16
CCOP(=O)(OCC)c1nc(-c2ccc(OC)cc2)oc1N1CCOCC1	-0.5	-20	-12	0.7	-3	-2	-0.4	17	-8
COc1ccccc1NC(=O)CN1CCN(CC(=O)Nc2ccc3c(c2)OCO3)CC1	0.3	-2	1	1.0	-26	-5	-0.7	8	-3
COc1ccc(CCN(C(=O)c2ccc(F)cc2)C2=CC3CCC(C2)N3C)cc1OC (stereo unspecified)	0.3	-12	-2	0.4	-23	0	0.0	18	·
COc1ccc(-c2noc(CCC(=O)Nc3cccnc3)n2)cc1	9.2	-4	1	13	-3	-13	9.4	-4	-8
Cc1ccc(N2CC(C(=O)Nc3nnc(C)s3)CC2=O)cc1 (stereo unspecified)	0.5	-18	-19	0.6	-7	-3	0.3	29	1
Cc1ccccc1OCCC(=O)N1CCN(S(=O)(=O)c2ccc(Cl)cc2)CC1	-1.3	-7	-7	0.5	-9	-18	-1.3	3	·
C=CCn1c(Cc2cccc3ccccc23)n[nH]c1=S	0.9	3	-11	1.3	-10	-8	-0.4	6	-7
CNc1snc(C)c1C(=O)OCC(=O)N(C)Cc1ccccc1	7.5	-14	9	10	-15	-7	10	3	·
CCCn1cc(SCC(=O)NCc2ccc3c(c2)OCO3)c2ccccc21	-1.3	-10	-5	-0.1	-17	0	-1.3	1	-9
Cc1no[n+]([O-])c1COc1ccc(/C=C2\NC(=S)NC2=O)cc1	1.9	-7	7	0.1	9	-5	0.3	15	2
CCCC(CCC(=O)OC)(C(=O)OCC)c1csc(N)n1 (stereo unspecified)	1.3	1	-19	-0.2	-6	-2	0.7	-8	2
COc1ccccc1NC(=S)NCc1ccccc1	-0.7	-15	5	0.5	-4	2	-1.2	16	-16
Cc1ccc(CN=c2c([N+](=O)[O-])nn(-c3ccc4c(c3)OCCO4)n2O)cc1	1.2	-18	-8	2.0	-18	-7	-1.2	11	-2
Cc1c(NC(=O)c2ccc(N(C)S(C)(=O)=O)cc2)c(=O)n(-c2ccccc2)n1C	0.8	-18	2	1.0	-4	-8	-0.4	19	-6
CN(c1ccc(O)cc1)c1nc(-c2cccnc2)cs1	2.0	0	-11	0.6	3	-3	1.1	-5	-1
Cc1ccc2c(CC(=O)NCC(=O)Nc3c(C)cccc3C)coc2c1	-1.3	8	-8	-0.4	-12	-3	-1.7	-1	·
CCCNC(=O)C1(C)CCCN(Cc2ccc3ccccc3c2)C1 (stereo unspecified)	·	0	-29	0.4	·	·	·	19	·
COc1ccc(/C=C\C(=O)NCc2ccc3c(c2)cc(C)n3C)cc1OC	0.8	12	-34	0.8	-14	-5	-0.8	-8	3
COc1ccc(N(Cc2cc3cc(OC)ccc3[nH]c2=O)S(C)(=O)=O)cc1	0.6	-3	-13	0.3	-20	-9	1.3	-6	-4
Cc1ccccc1OCCC(=O)OCC(=O)NCCc1ccccc1	0.4	-13	-10	0.9	-13	1	0.1	16	·
C/C(CCc1ccc2c(c1)OCO2)=N\N=C1\NC(=O)CC(C(=O)Nc2ccccc2F)S1 (stereo unspecified)	1.0	4	-8	0.3	-8	-8	0.0	-9	-23
Cc1cc(C(F)(F)F)nn1CC(=O)NCc1ccccc1	0.5	-9	-7	0.1	-15	-13	-0.9	16	-8
CCOC(=O)c1nnc(-c2ccccc2)nc1Oc1ccc(Cl)cc1	2.1	-7	4	0.4	2	1	0.6	-2	-2
COC(=O)Cc1cc(=O)[nH]c(/N=C(\N)Nc2ccccc2)n1	0.6	-7	0	0.2	-3	1	0.9	8	-11

Some of the entries above, reformatted.
mol | V1R ag counter | CHO-K1 Ca antag | TAAR1 antagonist | M1 ag parental | CHO parental Ca | OXTR potentiate | OXTR agonist | M1 PAM parental | GPR7 antagonist
Cc1ccc(N2CC(C(=O)Nc3nnc(C)s3)CC2=O)cc1 (stereo unspecified) | 0.5 | -18 | -19 | 0.6 | -7 | -3 | 0.3 | 29 | 1
Cc1ccccc1OCCC(=O)N1CCN(S(=O)(=O)c2ccc(Cl)cc2)CC1 | -1.3 | -7 | -7 | 0.5 | -9 | -18 | -1.3 | 3 | ·
C=CCn1c(Cc2cccc3ccccc23)n[nH]c1=S | 0.9 | 3 | -11 | 1.3 | -10 | -8 | -0.4 | 6 | -7

The list continues.
SMILES	V1R ag counter	CHO-K1 Ca antag	TAAR1 antagonist	M1 ag parental	CHO parental Ca	OXTR potentiate	OXTR agonist	M1 PAM parental	GPR7 antagonist
CC(Cc1cccnc1)NC(=O)c1cc(COc2c(F)cccc2F)on1 (stereo unspecified)	3.8	-12	-1	3.9	-9	-1	-0.1	12	-4
COc1ccc(CCN(C)C(=O)CSc2nc3ncc(Cl)cc3[nH]2)cc1OC	-0.2	-13	6	1.1	-8	-13	-0.6	-2	-6
CC(C(=O)Nc1ccc(C#N)cc1)N1CCN(C(=O)C2CC2)CC1 (stereo unspecified)	2.3	-1	-4	0.7	3	1	2.4	-2	·
CC(=O)c1c(C)[nH]c(C(=O)CN2C(=O)NC(C)(c3ccc4c(c3)OCO4)C2=O)c1C (stereo unspecified)	8.1	-9	3	4.9	-21	-6	5.5	3	8
O=C(COC(=O)CCSc1ccc(Cl)cc1)NCc1ccccc1Cl	0.9	13	7	0.1	0	1	-0.9	-14	-5
OCCC1CN(Cc2cccn2-c2nccs2)CCN1Cc1ccccc1 (stereo unspecified)	0.0	-2	-12	0.1	-17	1	0.6	-4	10
Cc1ccccc1NC(=O)Cc1nc(CN(C)CC(=O)Nc2cccc(F)c2)cs1	4.1	-5	-7	0.0	-27	-9	1.6	2	·
NC(=O)CCn1c(C(=O)c2cccc([N+](=O)[O-])c2)c2ccccc2[n+]1[O-]	0.8	-7	10	0.1	-13	-5	0.8	14	-7
O=C(O)c1ccccc1Sc1c([N+](=O)[O-])cc(C(F)(F)F)cc1[N+](=O)[O-]	0.6	15	-9	14	9	2	1.2	9	-7
COC(=O)C1CCCCN1C(=O)c1cccc(OC2CCN(C(=O)C3CC3)CC2)c1 (stereo unspecified)	-0.3	9	3	8.0	-16	-6	0.0	7	-12
Cc1onc(-c2ccccc2)c1C(=O)NCC(O)c1ccccc1 (stereo unspecified)	0.2	-1	5	0.3	-10	-10	-2.0	-8	-10
COc1cc(C(C)=O)ccc1OCC(=O)Nc1ccc(Cl)c(S(=O)(=O)N2CCOCC2)c1	11	-3	32	11	-9	-11	3.4	0	·
CCC(=O)N(C)C[C@H]1Oc2ncc(C#Cc3cccnc3)cc2C(=O)N([C@@H](C)CO)C[C@@H]1C	·	-16	-22	0.4	·	·	·	24	·
COC(=O)c1ccc2c(=O)n(CCCCCC(=O)NCc3ccc4c(c3)OCO4)c(=O)[nH]c2c1	-0.1	-2	10	0.5	8	0	-0.5	-7	9

Bioassay records from PubChem BioAssay.

No enrichment for hits; any-hit rate near 3.5%.
